# Screens as filed in PubChem.
# Cav3 T inh – Cav3.2 calcium influx blockers – cell-based, Fluo-4 calcium fluorescence, FDSS, MLSMR library, primary screen | Voltage-dependent T-type calcium channel subunit alpha-1H (Homo sapiens), O95180 | Cav3.2-expressing cells; hits give low values | B-score at 10 µM | actives 4% (n = 100,000) | AID 449739, 2010;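 active = single-dose well whose peak fluorescence ratio is a statistical outlier from its plate by either plate-standardised score or position-corrected B-score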
# * = called active by the depositor. An excerpt, so the mix of outcomes need not match the whole.
Cav3 T inh | structure
0.86 | N#CC1=C(SCc2ccccc2)NC(=O)CC1c1cccc(O)c1 (stereo not given)
0.45 | COc1cc(NC(=O)Cn2nnc(-c3ccncc3)n2)cc(OC)c1
-0.42 | CN1C(C(=O)NCc2cccc(Br)c2)CC2Cn3c(nc4cc5ccccc5cc43)C21 (stereo not given)
0.79 | N#Cc1cccc(-c2cn(S(=O)(=O)c3ccc(Cl)cc3)nc2N)c1
-1 | O=C1Cc2ccccc2N1c1c(Cl)cccc1Cl
-1.4 | O=C(Nc1ccc(N2CCN(C(=O)c3ccco3)CC2)c(Cl)c1)c1c(F)c(F)c(F)c(F)c1F
-0.14 | CC(=O)N1CCc2cc(Br)cc(S(=O)(=O)NCC3CCCO3)c21 (stereo not given)
1.1 | COc1ccc(NS(=O)(=O)c2ccc3oc(SC4CCOC4=O)nc3c2)cc1 (stereo not given)
-0.97 | O=[N+]([O-])c1nn(-c2ccc3c(c2)OCCO3)n(O)c1=NCc1ccccc1Cl
0.12 | CCN(CC)C(=O)COc1cc(C)c(Cl)c(C)c1
0.087 | CCCOc1ccc(C(=O)Nc2ccc(N3CCN(C(C)=O)CC3)cc2)cc1
-0.6 | COc1c(C)cc(Br)cc1C(=O)Nc1ccc(N2CCN(S(C)(=O)=O)CC2)cc1
0.034 | COC(=O)Cn1c(C)c(C(C)=O)c(C(C)=O)c1C
0.93 | O=C(Nc1cccc(F)c1)/C(=C\c1ccco1)NC(=O)c1cccs1
-0.85 | O=C(N/N=C/c1c(Nc2cccc(C(F)(F)F)c2)nc2ccccn2c1=O)c1ccccc1
-1.7 | CCOC(=O)c1[nH]c(C)c(C(=O)N2CCc3ccccc32)c1C
-0.13 | O=c1cc(C(F)F)oc2c1ccc1ccccc12
0.21 | C(=N\c1nc2ccccc2n1CCN1CCCCC1)/c1cccs1
0.44 | CN(C)c1ccc(C=Nc2cnn(C)c2C(N)=O)cc1
-2.3 | CCN(CC)S(=O)(=O)c1ccc(Oc2ccccc2)cc1
-2.3 | Cc1ccc(C)c(N2CCN(C(=O)c3cc4ccccn4n3)CC2)c1
-0.25 | CC(C)C(=O)Nc1ccc(C(=O)N2CCCCCC2)cc1
1.6 | CCOC(=O)c1ccc(Nc2nc(C(=O)OCC)nc3ccccc23)cc1
0.53 | CN(C)c1nc2ccc(OCCN3CCCCC3)cc2s1
-0.072 | Cc1ccc2c([N+](=O)[O-])c(C)ccc2n1
0.12 | CCO[C@H]1OC(C(=O)NCc2ccccc2)=C[C@@H](c2coc3ccccc3c2=O)[C@@H]1CCCO
0.17 | CCOC(=O)C1C(=O)NC(c2ccccc2)=NC1c1ccccc1 (stereo not given)
-0.018 | CCOC(=O)c1cc(CC)sc1NC(=O)COC
-0.029 | COc1cc(C(=O)Nc2ccccc2-c2nnn(CC(N)=O)n2)cc(OC)c1OC
0.034 | CCc1[nH]nc2c1C(c1cccnc1)C(C#N)=C(N)O2 (stereo not given)
-0.8 | Cc1occc1-c1nnc(SCC(=O)N2CCOCC2)n1Cc1ccco1
-5.2* | COc1ccccc1OCc1nc(Cc2ccc(Cl)cc2)no1
2.7 | CC(=O)c1c(N)n(C)c(=O)n(C)c1=O
-0.2 | CCOc1ccc(NC(=O)CSc2n[nH]c(=O)n2-c2ccccc2)cc1
0.39 | COc1ccc(NS(=O)(=O)c2cccc(C(=O)O)c2)cc1
2.5 | COc1ccc(NC(C)=O)cc1NC(=O)CN1CCN(CC(=O)Nc2ccc(Cl)cc2)CC1
0.85 | CC1(C)CC(=O)C2=C(C1)Nc1nc(SCCN3CCOCC3)[nH]c(=O)c1C2c1cccs1 (stereo not given)
-0.14 | O=C(Nc1ccc(OC(F)F)c(Cl)c1)Nc1ccc2c(c1)OCO2
-3.6 | CS(=O)(=O)N(CC(=O)Nc1ccccc1Sc1ccccc1)c1ccc(F)cc1
0.23 | Cc1cc2oc(=O)cc(CN3CCCCC3C)c2c(C)c1Cl (stereo not given)
0.25 | COc1ccc(S(=O)(=O)n2cnc3cc(C)c(C)cc32)cc1C
0.62 | CC(C)c1ccc(C2CC(=O)N3CN(C)CSC3=C2C#N)cc1 (stereo not given)
-5.3* | CCc1sc(N(C(=O)Cc2ccccc2)c2ccc(F)cc2)nc1-c1ccccc1
-0.31 | CCCCOC(=O)Nc1nc2ccccc2s1
1.6 | Cc1ccc2nc3c(cc(C#N)c(=O)n3CC3CCCO3)c(=O)n2c1 (stereo not given)
-0.31 | COc1ccccc1OCc1nnc(SCC(=O)Nc2ccc(C)cc2)n1C
-4.2* | c1ccc(-c2nc3ccccn3c2NCc2ccc3c(c2)OCO3)cc1
-1.3 | COc1ccc(NC(=O)c2cc3cc(OC)ccc3oc2=N)cc1
0.6 | CCNS(=O)(=O)c1ccc(NC(=O)c2ccccc2)cc1
0.0042 | CC[n+]1c(/C=C2/C=C(C)CC(C)(C)C2)sc2ccc(OC)cc21

# Following part
Cav3 T inh | structure
0.3 | COc1cc(C(=O)NC(=S)Nc2ccc(Cl)c(C(=O)O)c2)cc(OC)c1OC
-1.7 | Cc1cc(C(F)(F)F)n2ncc(-c3ccc(F)cc3)c2n1
0.6 | O=C(CSc1nnc(-c2ccc(O)cc2)o1)N1CCOCC1
0.23 | COC(=O)c1nnn(CC(=O)Nc2cccc(OC)c2)c1C(=O)OC
1.4 | COc1ccccc1S(=O)(=O)Cc1ccc(C(=O)NCc2ccc3c(c2)OCO3)o1
0.59 | CC(C)CC(=O)Nc1nc2c(c(=O)[nH]1)CCCC2
0.27 | Cc1c(NC(=O)CSc2nnc3c4ccccc4n(CCc4ccccc4)c3n2)c(=O)n(-c2ccccc2)n1C
0.33 | Cc1nc(NS(=O)(=O)c2ccccc2)sc1NC(=O)OC(C)C
-0.47 | COc1cccc(/C=N/NC(=O)CCc2c(C)n[nH]c2C)c1
-0.12 | O=C(OCC(=O)N1CCN(C(=O)c2ccco2)CC1)c1cc(-c2ccccc2)nc2ccccc12
-1.6 | Cc1ccnc(N2CCC(C(=O)Nc3cccc(C(F)(F)F)c3)CC2)n1
0.28 | CC/C(=N\NS(C)(=O)=O)c1ccccc1
0.14 | Cc1nn(C)c(C)c1S(=O)(=O)N(CC(=O)NC1CCCCCC1)c1ccc(C(C)C)cc1
0.67 | CCc1c(C)nc2cc(-c3cc(OC)cc(OC)c3)nn2c1N1CCN(CCN2CCOCC2)CC1
-0.58 | O=C(Nc1cccc(S(=O)(=O)C(F)F)c1)c1ccc(Cl)c(S(=O)(=O)N2CCOCC2)c1
-1.2 | CCOC(=O)c1nnc(-c2ccccc2)nc1NCc1ccccc1
-0.47 | CCCCN(Cc1cc2cc(OC)ccc2[nH]c1=O)C(=O)COc1ccccc1
-3.2 | CCn1c2ccccc2c2cc(NC(=O)CSc3nnc(-c4ccccc4OC)n3N)ccc21
-0.15 | COc1ccc(-c2oc(NC(=O)CSc3ncn[nH]3)c(C#N)c2-c2ccc(OC)cc2)cc1
-0.37 | Cc1ccc(CC(=O)Nc2ccccc2N2CCOCC2)cc1C
-0.013 | COC(=O)c1cc2ccsc2n1CC(=O)N(C)c1ccccc1
-2.5 | CC(C)Cn1c(SCC(=O)N2CCN(S(=O)(=O)c3ccccc3)CC2)nc2ccccc21
1.7 | CCOC(=O)CN1CC23C=CC(O2)C(C(=O)NC2CCCCC2)C3C1=O (stereo not given)
1.7 | COc1ccccc1NC(=O)CCN1CC(C)OC(C)C1 (stereo not given)
-0.0015 | O=C(CCC1CCCCC1)Nc1ncn[nH]1

# In another format: 4 of the compounds above
SMILES	Cav3 T inh
CCOC(=O)CN1CC23C=CC(O2)C(C(=O)NC2CCCCC2)C3C1=O (stereo not given)	1.7
COc1ccccc1NC(=O)CCN1CC(C)OC(C)C1 (stereo not given)	1.7
COc1cccc(/C=N/NC(=O)CCc2c(C)n[nH]c2C)c1	-0.47
Cc1ccc(CC(=O)Nc2ccccc2N2CCOCC2)cc1C	-0.37

# Among those listed so far, these have a COOH group.
Cav3 T inh | structure
0.39 | COc1ccc(NS(=O)(=O)c2cccc(C(=O)O)c2)cc1
0.3 | COc1cc(C(=O)NC(=S)Nc2ccc(Cl)c(C(=O)O)c2)cc(OC)c1OC

# The listing continues.
Cav3 T inh | structure
0.18 | CCCCC(=O)OCCNC(=O)c1cc2ccccc2oc1=O
0.029 | CCOC(=O)c1c(-c2ccccc2)nc2ccccn12
0.13 | CCN1CCCC1CNC(=O)c1cc2c(-c3cccc(OC)c3)nn(C)c2s1 (stereo not given)
-2.9 | O=C(NCc1ccccc1)C1=C[C@@H](c2csc3ccccc23)C[C@@H](OCc2ccc(CO)cc2)O1
1 | Cc1oc2ccccc2c1-c1cn2c(n1)SCC2
0.11 | O=C(Cn1nnc(-c2ccccc2Cl)n1)N/N=C/c1ccc2c(c1)OCO2
-3.3 | Fc1ccccc1NC(=S)NN(Cc1ccccc1)c1ccccc1
-0.053 | O=C(C1=C[C@H](c2ccc3c(c2)OCO3)C[C@H](OCCCCO)O1)N1CCN(Cc2ccc3c(c2)OCO3)CC1
1.4 | CCn1c(C(=O)N2CCC(C(=O)N3CCN(c4ccccn4)CC3)CC2)cc2sccc21
-1.2 | COc1ccccc1C(OC(=O)c1cccs1)C(=O)NCc1ccco1 (stereo not given)
0.73 | CC(=O)/C(=N/Nc1ccccc1C)N1CCOCC1
-0.23 | Fc1ccccc1CNc1cc(Cl)cc(Cl)c1
0.12 | Cc1cccc(C2Nc3ccccc3C(=O)N2c2ccc(F)cc2)n1 (stereo not given)
0.13 | CCOC(=O)c1c(-c2ccncc2)csc1N
-5.9* | OC12CCCCC1C(c1ccc3c(c1)OCO3)N(Cc1ccc(F)cc1)CC2 (stereo not given)
1 | CCOC(=O)c1c(N)c(C#N)c2n1CCCCC2
-4.2 | COc1ccc(C(=O)/C(=C/c2cccs2)c2nc3ccccc3o2)cc1
0.14 | O=[N+]([O-])c1cccc(Cl)c1NCCNc1ncc(C(F)(F)F)cc1Cl
2.2 | O=C(CCN1CCC(c2ccccc2)C1)c1ccccc1 (stereo not given)
0.53 | CNC(=O)CC12CC3CC(CC(C3)C1)C2
0.096 | CCOc1ccc2nc(NC(=O)C(CC)Sc3nc(C)cc(=O)[nH]3)sc2c1 (stereo not given)
-0.39 | COc1ccc(C(=O)Nc2ccc(N3CCN(c4ccc(OC)cc4)CC3)c(C#N)c2)cc1
1.1 | O=C(NCc1ccccn1)c1cccs1
-0.51 | COc1cc(NC(=O)C2CCCC2)c(OC)cc1Cl
0.66 | Cc1cc(NC(=O)CSc2nc3ccccc3c(=O)n2CCCC(=O)NCc2ccco2)n[nH]1
0.095 | Cc1ccc2nsnc2c1NC(=O)c1ccc(-c2cc(Cl)ccc2Cl)o1
1.2 | COc1ccc(NC(=O)C2CCCN(C)C2)cc1OCC(C)C (stereo not given)
0.92 | COc1ccccc1Nc1nc(=O)[nH]nc1C
-0.0013 | COc1ccc(CCNS(=O)(=O)c2cccc(C(=O)O)c2)cc1OC
-2.7 | COc1ccccc1CNC(=O)c1ccc(SC)cc1OC
-1.7 | CCCn1nnc(NC(=O)c2cc(Br)cc(Br)c2OC)n1
-0.042 | Cn1c(SCC(=O)O)nc2ccccc2c1=O
0.073 | CCOc1ccccc1OCC(=O)NCc1ccco1
-0.033 | C=CCNc1nnc(C)c2ccccc12
-1.3 | CCCCC1(C)NC(=O)c2c(C)sc(C(=O)OCC)c2N1 (stereo not given)
0.0039 | CC(C)(C)c1ccc(N2C(=O)Cc3c2nc(N)c(C#N)c3N)cc1
0.13 | CC(CCc1ccccc1)NC(=O)CN1CCN(Cc2ccccc2)C1=O (stereo not given)
0.11 | CCOC(=O)c1sc2nc(N3CCOCC3)c3c(c2c1N)CCN(Cc1ccccc1)C3
1.9 | CCN(CC)S(=O)(=O)c1cccc(-c2nnc(SCc3nnc(-c4ccccc4)o3)n2C)c1
0.1 | CC(=O)Oc1cc2c(C(C)=O)coc2c2ccccc12
-0.89 | CC(C)NC(=O)c1cccc(Cn2cc(Cl)cn2)c1
0.81 | CCN(CC)CCN1C(=O)C(O)=C(C(=O)c2sc(C)nc2C)C1c1cccnc1 (stereo not given)
0.035 | CC(C)CNC(=S)NNC(=O)c1csc2c1CCCC2
-0.19 | O=C(NCc1cccnc1)NC1(C(F)(F)F)Oc2ccc(Cl)cc2O1 (stereo not given)
-1.8 | CC(=O)OCC(=O)c1c[nH]c2ccccc12
0.066 | CCCCn1c(N)c(Sc2ccccc2)c(=O)[nH]c1=O
-2.2 | COCCCn1c(N)c(-c2nc3ccccc3n2C)c2nc3ccccc3nc21
-0.62 | CC(C)CC(=O)Nc1cc(C(F)(F)F)ccc1N1CCOCC1
-0.29 | CCN1CNC(=S)N(c2cccc(C)c2C)C1
0.036 | O=C(CCS(=O)(=O)Cc1ccccc1)NCC1CCCO1 (stereo not given)

# (list continues)
Cav3 T inh | structure
-1.4 | CCOC(=O)c1nn(-c2ccc(Br)cc2)cc1C(=O)c1cccc2ccccc12
0.068 | CCCCCCc1c(O)c2ccccc2[nH]c1=O
0.12 | Cc1oc2nc(SCC(=O)NCCCO)nc(N)c2c1C
0.3 | Nc1ccc2c(c1)C(=O)N(CC1CCCO1)C2=O (stereo not given)
0.016 | CCOC(=O)c1c(NC(=O)CN2CCCCC2)sc2c1CCC(C=O)=C2Cl
0.6 | CCCN=C(C)c1c(-c2ccccc2)[nH]n(-c2nc3ccccc3s2)c1=O
-0.53 | CCOC(=O)c1ccc(NC(=O)C2CCN(S(=O)(=O)c3ccccc3)CC2)cc1
1 | O=C1CC2CS(=O)(=O)CC2N1C1CCCCC1 (stereo not given)
-0.71 | CCOc1ccc2nc(NC(=O)CN3CCN(c4ccccn4)CC3)sc2c1
0.69 | CCOC(=O)N1CCC(NC(=O)c2sc3nc4n(c(=O)c3c2C)CCCC4)CC1
0.44 | O=C(O)C1CC(=O)N(c2ccc(F)c(F)c2)C1 (stereo not given)
-5.8* | Cc1noc(C)c1CSc1nc2sc(C)c(C)c2c(=O)n1C1CCCC1

# Gathered by group: the compounds so far containing a nitro group on carbon (three)
Cav3 T inh | structure
-0.97 | O=[N+]([O-])c1nn(-c2ccc3c(c2)OCCO3)n(O)c1=NCc1ccccc1Cl
-0.072 | Cc1ccc2c([N+](=O)[O-])c(C)ccc2n1
0.14 | O=[N+]([O-])c1cccc(Cl)c1NCCNc1ncc(C(F)(F)F)cc1Cl
